# aGlu spleen mod = inhibitors or activators of human alpha-glucosidase in spleen homogenate; P10253; human spleen homogenate, 4-MU-alpha-glucoside fluorescence; AID 2112; Potency, µM (doses to about 79.9 µM), for inactives: top-dose activity change, negative = inhibition, actives largely listed as inhibitors; 0.006% of 240,000 active;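 also: 0% = enzyme with vehicle and -100% = no enzyme basal signal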
#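 Enzyme source: human spleen homogenate, 1 ug/well. Buffer 50 mM citric acid/K phosphate pH 5.0, 0.01% Tween-20. 4-MU-alpha-glucoside 1 mM; 37 C x 40 min; NaOH/glycine stop; fluorescence.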
# Epigenetic derep = derepresses silenced GFP reporter in murine cells; murine LDR cells, GFP reporter derepression, 30 h; Potency, µM (doses to about 53.9 µM), for inactives: at the top dose GFP activation, actives largely listed as activators; 0.2% of 280,000 active; AID 1865; also: % of control where 0% means no effect; nearly all actives have a fitted effect of over 60% in size
#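 Derepression of a silenced CMV-GFP reporter in murine LDR cells is scored by enumerating GFP-positive cells with a laser-scanning microplate cytometer after 30 hours of treatment at 37 C.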
# ALDH1A1 block = blocks purified human ALDH1A1 activity; P00352; Purified ALDH1A1, NADH fluorescence, propionaldehyde substrate; Potency, µM (top dose mostly 75.3 µM), inactives show at the top dose activity, negative = inhibition, most hits filed as inhibitors; 7.3% of 220,000 active; AID 1030; active = well fitted inhibition curve with a large enough effect, not every such curve was filed as active; inconclusive = small, poorly fitted or top-dose-only effect, or another doubt; inactive = no such curve, though single readings can be large or run the other way;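 also: plate controls were no enzyme wells and a reference inhibitor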
# GAA glycogen mod = alters human alpha-glucosidase cleavage of glycogen; P10253; recombinant GAA, glycogen substrate, Amplex Red glucose oxidase fluorescence; Potency, µM (series often up to 76.4 µM), for the others: top-dose activity change, negative = inhibition, hits mostly inhibitors; 0.38% of 300,000 active; AID 2100;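 also: 0% = full enzyme reaction and -100% = no-enzyme basal signal; the screen sought inhibitors and activators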
#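 Natural-substrate format: glycogen cleavage by 4 nM human enzyme, glucose read by Amplex Red coupling (Ex 573, Em 610 nm). Normalized to enzyme and no-enzyme controls.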
# GLA spleen mod = inhibits or activates alpha-galactosidase in human spleen homogenate; P06280; human spleen homogenate, 4MU-alpha-Gal fluorescence, 40 min; Potency, µM (top dose mostly 80 µM), without a hit: at the top dose activity change, negative = inhibition, usual class: inhibitors; 0.008% of 240,000 active; AID 2107;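 also: 0% = enzyme with vehicle and -100% = no enzyme basal signal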
# Target sequence (P06280 32-429 limits assumed): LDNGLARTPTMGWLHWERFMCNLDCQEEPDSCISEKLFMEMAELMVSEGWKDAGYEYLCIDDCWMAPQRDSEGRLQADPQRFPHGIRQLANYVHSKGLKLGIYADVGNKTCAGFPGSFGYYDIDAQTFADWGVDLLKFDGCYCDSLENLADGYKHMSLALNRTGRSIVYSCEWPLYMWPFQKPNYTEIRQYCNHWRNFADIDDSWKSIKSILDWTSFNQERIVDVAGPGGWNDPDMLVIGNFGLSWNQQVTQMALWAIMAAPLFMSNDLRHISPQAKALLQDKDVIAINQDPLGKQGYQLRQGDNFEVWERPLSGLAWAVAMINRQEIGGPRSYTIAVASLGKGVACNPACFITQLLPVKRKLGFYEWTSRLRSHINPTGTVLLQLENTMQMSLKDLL
#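 Inhibition or activation of alpha-galactosidase in human spleen homogenate is scored by 4-MU fluorescence after 40 min at 37C, pH 5.0, with 1 mM substrate. AC50s come from concentration-response fitted to the Hill equation.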
# NPSR antagonist = neuropeptide S receptor (human) antagonism, cAMP | 1% of 220,000 active | CHO-NPSR cells, cAMP TR-FRET, antagonist mode | Potency, µM (doses to about 38.3 µM), for inactives: at the top dose activity change, negative = inhibition, hits mostly inhibitors; also: % is scaled to controls: 0 for no effect and ±100 for the full control effect; nearly all actives have a fitted effect of over 50% in size; many of its hits are not listed in these tables
# Target sequence (Q6W5P4 whole entry, looked up): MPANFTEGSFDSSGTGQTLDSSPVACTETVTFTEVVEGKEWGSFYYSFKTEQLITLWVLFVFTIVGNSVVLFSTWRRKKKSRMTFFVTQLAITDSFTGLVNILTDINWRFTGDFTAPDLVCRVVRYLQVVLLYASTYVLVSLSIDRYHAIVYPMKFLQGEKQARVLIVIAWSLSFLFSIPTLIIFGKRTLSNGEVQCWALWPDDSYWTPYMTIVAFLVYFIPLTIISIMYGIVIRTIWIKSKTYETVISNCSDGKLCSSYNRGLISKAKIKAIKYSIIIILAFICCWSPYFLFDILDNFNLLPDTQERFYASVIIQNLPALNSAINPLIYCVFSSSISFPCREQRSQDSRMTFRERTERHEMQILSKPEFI
# Tau fluor cs = counter-screen for tau fibril formation inhibitors; tau K18 P301L (four-repeat tau fragment) Alexa594 fluorescence, heparin fibrillization; Potency, µM (highest dose often 57.7 µM), for the others: top-dose activity change, negative = decrease; 0.93% of 280,000 active; AID 1463; also: % is scaled to controls: 0 for no effect and ±100 for the full control effect; nearly all actives have a fitted effect of over 55% in size
#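 Human K18 P301L tau (15 uM unlabeled plus 0.24 uM Alexa 594-labeled, final) in 100 mM sodium acetate pH 7 was mixed with compound and 20 uM heparin and incubated 6 hr at 37 C.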
# GAA inhib = inhibitors of human lysosomal alpha-glucosidase | P10253 | purified human GAA, 4-MU-alpha-glucoside fluorescence | Potency, µM (top dose mostly 76.9 µM), for the others: top-dose activity change, negative = inhibition, usual class: inhibitors | 0.005% of 200,000 active;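 also: plate controls were uninhibited enzyme wells for no effect and no-enzyme background for full effect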
#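 Human alpha-glucosidase, 4 nM, pre-mixed with test compounds before 400 uM 4-methylumbelliferyl substrate; 20 min room temperature at pH 5.0. Fluorescence read after pH 10 stop; AC50 values from Hill-equation fits.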
# * hit, by the source's call; ? = inconclusive; / = no result given; [ ] = remark or other dose. Unless noted, calls follow the shape of the dose curve; as a rule, active = well fitted curve in the direction sought with a large enough effect; inconclusive = small, poorly fitted or top-dose-only effect, or another doubt; inactive = no such curve, though single readings can be large; an effect the other way counts as inactive or inconclusive. Potency is read from the fitted curve at half-maximal effect. A portion of the library; count on the stated rates, not on these rows.
SMILES,aGlu spleen mod,Epigenetic derep,ALDH1A1 block,GAA glycogen mod,GLA spleen mod,NPSR antagonist,Tau fluor cs,GAA inhib
O=C(CSc1nc(-c2ccco2)cc(C(F)(F)F)n1)NCc1cccs1,2%,-1.0%,0%,7%,2%,-11%[46.1 µM],2%,-3%
CC1CCc2c(nc3ncnn3c2N2CCN(c3ccccc3)CC2)C1 (stereo unspecified),3%,-0.7%,?,0%,2%,-17%[46.1 µM],-9%,1%
c1ccc(CCNc2nc(-c3ccncc3)nc3ccccc23)cc1,0%,3.9%,/,-3%,-5%,-49%,-12%,/
CCOC(=O)N1CCN(C(=O)c2cn(CC)c3ccc(S(=O)(=O)N4CCC(C)CC4)cc3c2=O)CC1,-3%,0.0%,-8%,0%,7%,-6%,-6%,4%
Cc1ccc(/C=C/C(=O)NC2=NCCS2)cc1,-10%,-3.2%,4%,-6%,6%,18%,-4%,4%
O=C(N/N=C\c1cc(Br)ccc1O)c1ccc(S(=O)(=O)N2CCCCC2)cc1,2%,?,-5%,-8%,0%,-18%,-23%,-5%
O[C@@H]1C2CCCC1[C@]1(O)CCCCC1C2 (stereo partly specified),-3%,-1.2%,5%,2%,3%,1%[46.1 µM],-1%,3%
O=C(/C=C/c1ccccc1F)c1ccoc1,-8%,?,-13%,-12%,-9%,1%[46.1 µM],-1%,-1%
CCN(CC)CCN1C(=O)C(=O)/C(=C(/O)c2c(C)[nH]c(C(=O)OC)c2C)C1c1ccco1 (stereo unspecified),-2%,1.0%,3%,9%,0%,-10%[46.1 µM],-3%,-3%
COc1ccc(-c2nnc(SC(C)C(=O)Nc3nccs3)n2Cc2ccccc2)cc1OC (stereo unspecified),-18%,-4.5%,-11%,-2%,-8%,-7%[46.1 µM],-13%,-7%
CC(=O)O[C@]1(C)CC[C@]23CC1C(C)(C)C2CC[C@@H]3C (stereo partly specified),-5%,0.5%,-5%,/,3%,/,2%,/
Cc1ccc2[nH]c(=O)c(CN(CC3COCCO3)C(=O)Nc3ccccc3C)cc2c1 (stereo unspecified),-2%,-0.1%,?,18%,-5%,-13%,-1%,?
Cc1ccc(NC(=S)NNC(=O)c2nnn(-c3ccccc3)c2C)cc1,10%,-3.0%,?,?,8%,6%,-9%,-10%
COc1cc(OC)cc(C(=O)Nc2ncc3c(n2)CC(C)CC3=O)c1 (stereo unspecified),-19%,0.0%,5%,6%,4%,-7%[46.1 µM],4%,4%
CCCn1c(C)nc2c(NCC3CCCN3CC)nc(C)nc21 (stereo unspecified),7%,-1.1%,-3%,/,3%,/,-4%,/
O=S(=O)(NC1CCCCC1)c1ccc(Cl)nc1,-5%,-1.1%,?,-6%,1%,2%,-8%,-4%
Cc1cccc(-n2c3nc(=O)[nH]c(=O)c-3cc3c(C)nn(-c4ccccc4)c32)c1,-2%,1.0%,?,10%,?,3%,13%,?
CC1CCN(c2ccc(N3C(=O)C4CCCCC4C3=O)cc2[N+](=O)[O-])CC1 (stereo unspecified),9%,-1.8%,-12%,5%,7%,0%,-8%,-2%
COc1ccc(CCNC(=O)C(C)SCc2ccccc2)cc1 (stereo unspecified),-3%,0.3%,-13%,-5%,8%,-8%,0%,3%
O=C(/C=C/c1ccc(Br)cc1)NC(=S)N1CCOCC1,-6%,-6.2%,?,0%,-9%,39%,-24%,8%
Cn1c(=O)c2c(SC3CCCC3)nc(C3CC3)nc2n(C)c1=O,1%,2.7%,?,6%,1%,-13%[46.1 µM],-3%,-2%[15.4 µM]
O=c1c(Cl)c(N2CCNCC2)cnn1C12CC3CC(CC(C3)C1)C2,-4%,6.7%,4%,10%,-7%,11%,-4%,0%
Cc1ccc(C)c(N(CC(=O)NC2CCCCC2)C(=O)CCC(=O)Nc2ccccn2)c1,-2%,1.0%,-7%,-8%,2%,-15%[46.1 µM],-4%,12%
COc1ccc(-c2nc(CS(=O)CC(=O)NCC3CCCO3)c(C)o2)cc1 (stereo unspecified),12%,2.7%,-12%,-5%,8%,-2%[46.1 µM],-2%,-3%[15.4 µM]
COc1ccc(C2CC(c3cccs3)n3nc(N)nc3N2)cc1 (stereo unspecified),-2%,-1.6%,?,0%,-6%,-6%[46.1 µM],-2%,?

# Reprinted from the part before: two entries, followed by the next part.
SMILES,aGlu spleen mod,Epigenetic derep,ALDH1A1 block,GAA glycogen mod,GLA spleen mod,NPSR antagonist,Tau fluor cs,GAA inhib
COc1ccc(-c2nc(CS(=O)CC(=O)NCC3CCCO3)c(C)o2)cc1 (stereo unspecified),12%,2.7%,-12%,-5%,8%,-2%[46.1 µM],-2%,-3%[15.4 µM]
COc1ccc(C2CC(c3cccs3)n3nc(N)nc3N2)cc1 (stereo unspecified),-2%,-1.6%,?,0%,-6%,-6%[46.1 µM],-2%,?
COc1ccc(C(N)=O)cc1NC(=O)c1cccc(F)c1,-8%,3.0%,-30%,4%,2%,-7%[46.1 µM],1%,3%
COc1cccc(OC)c1C1=NC(C)(C)CO1,-3%,0.0%,/,1%,2%,-2%,-2%,/
Cn1c(C(=O)NCCCN2CCN(c3ccccc3F)CC2)cc2c(=O)n(C)c3ccccc3c21,2%,4.5%,?,8%,5%,2%[46.1 µM],-15%,-13%
CCOC(=O)C(=O)Nc1nc(-c2ccccc2)c(CC)s1,8%,0.7%,0%,6%,7%,-10%[46.1 µM],-13%,-2%
Cc1noc(C)c1-c1cncnc1NC1CC1,11%,0.5%,3%,/,6%,/,-3%,/
CS(=O)(=O)Nc1cccc(-c2nc(NCc3cccnc3)c3ccccc3n2)c1,-2%,-0.1%,7%,/,4%,/,?,/
Cc1ccc(S(=O)(=O)N2CC(=NO)C2)cc1,2%,11%,-5%,3%,1%,4%[7.67 µM],-4%,-10%
CSc1ccc(NC(=O)NCCN2CCc3ccccc3C2)cc1,2%,-2.1%,5%,-20%,8%,-5%[46.1 µM],?,-3%
CCn1cc(/C=C2/SC(=S)NC2=O)c(C)n1,-3%,1.1%,-5%,4%,1%,-9%,-1%,-2%
COC(=O)CC(N)c1ccc(Br)cc1 (stereo unspecified),-2%,-1.6%,5%,-2%,-2%,-1%,-5%,4%
COc1ccccc1Nc1ccc(C(=O)O)cc1[N+](=O)[O-],-4%,1.5%,?,2%,-25%,-38%,-9%,-7%
c1ccc2c(-c3c[nH]c4ccccc34)c3ccccc3nc2c1,-1%,0.2%,17%,2%,1%,?,?,-4%
CN(C)C(=O)n1nnnc1Cc1ccc(-c2ccccc2)cc1,4%,6.0%,1µM*,/,-4%,/,-8%,/
CC(C)[C@@H](CO)NC(=O)c1ccc2c3n(nc2c1)-c1ccccc1CO3,4%,-2.3%,/,12%,0%,8%,-12%,/
Cc1cccc(CCNS(=O)(=O)c2ccc(S(=O)(=O)N3CCCCC3)cc2)c1,0%,2.9%,5%,1%,3%,9%[46.1 µM],-4%,-6%
O=Cc1c(F)cccc1N1CCCC1,0%,-0.4%,-2%,13%,-1%,6%,-5%,0%
Cc1cccc(N=C2NC(=O)S/C2=C\c2ccco2)c1,-4%,-1.0%,?,6%,-4%,-9%,-28%,0%
c1ccc(C(c2nnnn2Cc2ccco2)N2CCN(c3nc4ccccc4s3)CC2)cc1 (stereo unspecified),2%,-1.0%,3%,-2%,9%,-30%,-1%,-5%
CC1(C)Cc2c(ccc3ccccc23)C(NNC(=O)c2cccnc2)=N1,-3%,0.0%,4%,7%,-3%,-4%[46.1 µM],-8%,5%
COc1ccc2[nH]c(=O)c(C(c3nnnn3C3CCCCC3)N3CCN(C)CC3)cc2c1 (stereo unspecified),11%,0.0%,?,2%,27%,-5%[46.1 µM],0%,?
Cc1ccc(Cn2nnnc2CN2CCC(c3nc4ccc(Cl)cc4[nH]3)CC2)cc1,-1%,-2.2%,?,1%,-2%,?,?,?
O=C(O)C1CCCCC1C(=O)Nc1cccc2ccccc12 (stereo unspecified),-9%,0.0%,2%,0%,2%,-2%[46.1 µM],-12%,-11%
CCCn1nnc(NC(=O)c2cccc(OCc3ccccc3)c2)n1,-3%,0.2%,?,0%,3%,-14%[46.1 µM],-18%,-7%
c1cnn(-c2cncc(-n3cccn3)n2)c1,1%,7.9%,?,8%,0%,-11%,-1%,4%
CC(C1CCCC(=O)C1)[N+](=O)[O-] (stereo unspecified),-11%,-1.1%,-11%,/,-5%,/,-10%,/
O=C1/C(=C/c2ccccc2)CCC1C1CCCC1 (stereo unspecified),-2%,-3.2%,-8%,3%,-1%,-2%,-13%,6%

# Given bar-delimited: part of the list above.
SMILES | aGlu spleen mod | Epigenetic derep | ALDH1A1 block | GAA glycogen mod | GLA spleen mod | NPSR antagonist | Tau fluor cs | GAA inhib
CN(C)C(=O)n1nnnc1Cc1ccc(-c2ccccc2)cc1 | 4% | 6.0% | 1µM* | / | -4% | / | -8% | /
CC(C)[C@@H](CO)NC(=O)c1ccc2c3n(nc2c1)-c1ccccc1CO3 | 4% | -2.3% | / | 12% | 0% | 8% | -12% | /
Cc1cccc(CCNS(=O)(=O)c2ccc(S(=O)(=O)N3CCCCC3)cc2)c1 | 0% | 2.9% | 5% | 1% | 3% | 9%[46.1 µM] | -4% | -6%
O=Cc1c(F)cccc1N1CCCC1 | 0% | -0.4% | -2% | 13% | -1% | 6% | -5% | 0%
Cc1cccc(N=C2NC(=O)S/C2=C\c2ccco2)c1 | -4% | -1.0% | ? | 6% | -4% | -9% | -28% | 0%
c1ccc(C(c2nnnn2Cc2ccco2)N2CCN(c3nc4ccccc4s3)CC2)cc1 (stereo unspecified) | 2% | -1.0% | 3% | -2% | 9% | -30% | -1% | -5%
CC1(C)Cc2c(ccc3ccccc23)C(NNC(=O)c2cccnc2)=N1 | -3% | 0.0% | 4% | 7% | -3% | -4%[46.1 µM] | -8% | 5%
COc1ccc2[nH]c(=O)c(C(c3nnnn3C3CCCCC3)N3CCN(C)CC3)cc2c1 (stereo unspecified) | 11% | 0.0% | ? | 2% | 27% | -5%[46.1 µM] | 0% | ?
Cc1ccc(Cn2nnnc2CN2CCC(c3nc4ccc(Cl)cc4[nH]3)CC2)cc1 | -1% | -2.2% | ? | 1% | -2% | ? | ? | ?
O=C(O)C1CCCCC1C(=O)Nc1cccc2ccccc12 (stereo unspecified) | -9% | 0.0% | 2% | 0% | 2% | -2%[46.1 µM] | -12% | -11%
CCCn1nnc(NC(=O)c2cccc(OCc3ccccc3)c2)n1 | -3% | 0.2% | ? | 0% | 3% | -14%[46.1 µM] | -18% | -7%
c1cnn(-c2cncc(-n3cccn3)n2)c1 | 1% | 7.9% | ? | 8% | 0% | -11% | -1% | 4%
CC(C1CCCC(=O)C1)[N+](=O)[O-] (stereo unspecified) | -11% | -1.1% | -11% | / | -5% | / | -10% | /
O=C1/C(=C/c2ccccc2)CCC1C1CCCC1 (stereo unspecified) | -2% | -3.2% | -8% | 3% | -1% | -2% | -13% | 6%
